# From PubChem
# hiPSC survival = increases survival of single human iPS cells. hiPSC single-cell survival, ATPlite luminescence; 100% = ROCK inhibitor wells, 0% = DMSO. survival enhancement, % at 20 µM. actives 0.044% (n = 360,000). AID 602274; in the data active means survival enhancement above about 18%;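 further: cells exposed to compounds for 16 hours before the ATP read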
# Shn3 3UTR inh = inhibitors of Schnurri-3 3'UTR reporter in osteoblasts; Clone20 osteoblast Shn3 3'UTR firefly luciferase, 24 h; inhibition, % at 12.5 µM; actives 0.52% (n = 360,000);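 active means mean inhibition of at least 75% with every replicate also reaching 75%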;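 further: 0% = median of neutral control wells and 100% = pilot-screen positive control compound; some compounds past the cut are filed as inactive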
# KKLEB cytotox = counter-screen for CF NF-kB inhibitors: cytotoxicity. KKLEB CF airway cells viability, ATPlite luminescence, overnight; hits give low values; cells stimulated with P. aeruginosa culture filtrate. activity change (cytotoxicity), % at 5 µM. actives 0.36% (n = 360,000). AID 602141;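 active means corrected activity change at or below -50% at 5 µM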
# CF NFkB inh = inhibitors of cystic fibrosis induced NF-kB | actives 0.86% (n = 360,000) | inhibition, % at 5 µM | KKLEB NF-kB-GFP reporter, PAF-induced, GFP fluorescence overnight;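 active means at least 50% inhibition at 5 µM, scaled per plate between neutral and stimulator controls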;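 further: PAF is a Pseudomonas aeruginosa culture filtrate used as stimulus; plate controls were PAF-stimulated DMSO wells for no effect and unstimulated DMSO wells for full effect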
# TWEAK-Fn14 inh = inhibitors of TWEAK-Fn14 interaction signaling; TWEAK-stimulated Fn14 reporter cells, luciferase luminescence, 8 h; inhibition, % at 10 µM; actives 2% (n = 360,000); AID 1159606; in the data active means inhibition above about 50%
# Peg3 prom inh = reduces Peg3 promoter-driven luciferase expression in HeLa; actives 1.7% (n = 360,000); HeLa PEG-Prom luciferase reporter, luminescence, overnight; inhibition, % at 20 µM;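 active means inhibition of at least 50% at 20 µM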
# HIF-2a block = inhibitors of HIF-2a | 786-0 RCC cells HIF-2a reporter, luciferase luminescence, overnight | inhibition, % at 18.8 µM | actives 0.72% (n = 360,000) | AID 624352;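 active means inhibition of the luminescence signal of 40% or more relative to plate controls, in a single-dose primary screen at 18.75 µM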
# MITF TRPM1 inh = MITF TRPM1 promoter inhibition in SK-MEL-5 cells | AID 488899 | inhibition, % at 12.5 µM | actives 0.83% (n = 330,000) | SK-MEL-5 TRPM1 promoter luciferase, 24 h;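 active means mean inhibition across replicates of 60% or more, whatever share of single replicates reaches that level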; further: values of inactives mirror those of a sister screen read the other way
# aDG glyco act = alpha-DG glycosylation activation | Pro5-aDG cells, alpha-DG glycosylation AlphaScreen (IIH6); 0% Pro5, 100% B10-LARGE cell signal | activation, % at 10 µM | actives 0.22% (n = 360,000) | AID 624168;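 active means activation of at least 8% versus controls, or a plate z-score of at least 8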;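 further: Pro5 are CHO cells carrying HIG-tagged alpha-DG that lacks glycosylation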
# NR2E3 ag-1 = human photoreceptor-specific nuclear receptor agonism; CHO-S Gal4-NCOR/VP16-NR2E3 two-hybrid, luciferase; inhibition of corepressor binding, % at 3.98 µM; actives 0.35% (n = 360,000); AID 602229;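 active means inhibition above the mean of all tested compounds plus 3 SD, cut at about 70% in these data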;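 further: 0% = DMSO with NR2E3 transfected cells and 100% = cells lacking NR2E3 construct; higher means lower luciferase signal from less NR2E3 corepressor binding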
# Target sequence (Q9Y5X4 whole entry, looked up, the tested form may be a part): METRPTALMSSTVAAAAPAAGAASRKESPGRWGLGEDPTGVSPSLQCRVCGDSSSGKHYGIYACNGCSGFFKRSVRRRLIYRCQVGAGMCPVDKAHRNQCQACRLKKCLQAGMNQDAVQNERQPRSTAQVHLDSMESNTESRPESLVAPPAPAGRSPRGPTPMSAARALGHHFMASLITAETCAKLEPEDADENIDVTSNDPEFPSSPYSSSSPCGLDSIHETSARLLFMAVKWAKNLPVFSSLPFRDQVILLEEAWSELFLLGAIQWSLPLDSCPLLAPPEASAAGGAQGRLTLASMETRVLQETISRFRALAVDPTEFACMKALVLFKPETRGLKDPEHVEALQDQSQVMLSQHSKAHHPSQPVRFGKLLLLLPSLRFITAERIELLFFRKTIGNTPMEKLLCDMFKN
# NR2E3 ag-2 = agonists of human nuclear receptor NR2E3. Q9Y5X4. GST-NR2E3/biotin-RetCOR TR-FRET, 1536-well. inhibition of corepressor binding, % at 4.78 µM. actives 0.12% (n = 320,000). AID 2300;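 active means percent inhibition above the cutoff of mean plus 3 SD of all tested compounds, set per screening campaign, cut at about 20% in these data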;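 further: 0% = DMSO wells and 100% = biotin wells as full block of FRET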
#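 System: GST-NR2E3 and biotin-RetCOR proteins; probe or stimulus: 7 nM biotin-RetCOR; doses: compound at 4.8 µM, single dose; schedule: Compound–protein incubation for 5 h at 4 °C; detection: time-resolved FRET; read-out: percent inhibition; controls: biotin wells as high control, 0.6% DMSO wells as low control; format: 1536-well plates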
# Numbers without * were called inactive; . = no result given. Not a hit list. Share with any hit: about 4.4%.
SMILES	hiPSC survival	Shn3 3UTR inh	KKLEB cytotox	CF NFkB inh	TWEAK-Fn14 inh	Peg3 prom inh	HIF-2a block	MITF TRPM1 inh	aDG glyco act	NR2E3 ag-1	NR2E3 ag-2
O=C(Nc1ccc(F)c(F)c1)C1CCN(S(=O)(=O)c2cccs2)CC1	1.1	63.1	-1.5	-0.6	7.3	9.1	9.0	8.2	2.3	-5.5	2.5
CC1CCCN(C(=O)CSc2n[nH]c(-c3cccs3)n2)C1 (centres undefined)	0.2	-11.0	5.6	8.2	-10.2	-47.0	-64.2	-7.2	-0.3	-35.7	1.3
CCCCN(C(=O)C(C)N1C(=O)c2ccccc2C1=O)c1c(N)n(CCCC)c(=O)[nH]c1=O (centres undefined)	0.3	5.1	5.2	0.5	4.0	2.0	6.8	.	-0.1	17.9	3.4
O=C1N/C(=N\N=C\c2cccs2)SC1Cc1cccc(Cl)c1 (centres undefined)	0.4	11.9	-15.4	7.5	-2.6	5.6	1.4	9.6	0.4	8.6	-0.7
O=C(COC(=O)CCNS(=O)(=O)c1cccc(C(F)(F)F)c1)NC(=O)NC1CCCCC1	6.5	3.3	-3.0	3.7	6.2	3.9	10.0	9.1	-0.1	18.5	0.1
Cc1cc(S(=O)(=O)N2CCCC(C(=O)Nc3ccc(C(=O)O)cc3)C2)ccc1Cl (centres undefined)	6.7	-7.0	13.1	1.4	-8.0	15.2	11.4	9.2	0.6	6.5	2.2
COc1ccc(C(=O)Nc2ccc3c(c2)C(=O)NC3=O)cc1	-0.4	-4.0	-22.7	10.7	-13.5	-12.1	-16.3	.	0.0	-4.2	2.0
C=CCN(CC=C)S(=O)(=O)c1ccc(C(=O)Nc2sc3c(c2C(N)=O)CCCCC3)cc1	-1.4	18.4	-36.6	14.9	7.2	-9.2	10.4	34.8	-0.5	-1.4	0.4
Cc1cc(NC(=O)CSCC(=O)Nc2nc3ccccc3s2)no1	-2.4	-4.5	18.3	-16.0	15.4	-28.0	-36.6	26.9	-0.1	-27.9	1.1
NC(=O)C1CCN(C(=O)Cc2ccsc2)CC1	-0.5	-0.8	3.4	-22.0	-8.3	18.2	8.8	-17.7	1.1	4.7	0.4
O=C(NCCCN1CCCC1=O)c1ccc(S(=O)(=O)Nc2ccccc2)cc1	-0.3	24.8	-8.5	29.5	-8.7	-48.3	9.7	-1.7	-0.1	-26.9	0.3
COCCCNC(=O)CN(c1ccc(F)cc1)S(=O)(=O)c1ccc2c(c1)OCCO2	0.8	-4.3	-3.6	-6.1	-12.2	8.4	3.7	-0.1	-0.1	-7.0	2.1
CCOC(=O)c1ccccc1NC(=O)CN(c1cccc(OC)c1)S(C)(=O)=O	-1.3	1.6	-0.6	-7.2	11.0	17.2	7.1	-1.8	0.0	-2.8	0.3
COc1ccc(Br)cc1S(=O)(=O)Nc1ncccc1C	-1.9	0.3	-10.6	32.5	-0.4	12.8	17.1	-3.9	0.1	18.2	0.5
COc1ccc(OCC(=O)N2CCN(C(=O)c3ccccc3)CC2)cc1	-0.9	5.7	13.9	-3.0	-6.4	-4.0	10.6	2.1	0.2	5.3	5.5
COC(=O)c1ccc(NC(=O)c2cccc(OC)c2)cc1	-2.0	-76.2	4.2	-1.1	-10.2	-239.7	-214.8	-58.5	0.4	-109.9	2.2
COc1ccc(NC(=O)CN(C)C2=NS(=O)(=O)c3ccccc32)cc1Cl	4.4	1.5	-3.4	-1.3	-6.0	9.6	-9.6	-3.2	-0.1	-1.3	.
O=C(NNS(=O)(=O)c1ccc(F)cc1)c1ccc([N+](=O)[O-])cc1	2.0	-3.8	1.1	-6.5	-15.2	9.0	3.0	3.3	-0.1	-1.2	-3.0
COc1ccc2oc(C(=O)N3CCN(C(c4ccccc4)c4ccccc4)CC3)c(C)c2c1	-0.4	-23.2	-7.6	27.3	8.8	19.0	23.9	15.9	-0.1	13.7	-0.6
CC1(C)C(=O)N(c2ccccc2Cl)C(=O)c2ccccc21	-0.1	5.0	0.2	9.1	2.5	-1.7	1.7	-7.5	-0.2	-0.9	3.6

# Three compounds already listed, arranged by length of the SMILES, ascending:
SMILES	hiPSC survival	Shn3 3UTR inh	KKLEB cytotox	CF NFkB inh	TWEAK-Fn14 inh	Peg3 prom inh	HIF-2a block	MITF TRPM1 inh	aDG glyco act	NR2E3 ag-1	NR2E3 ag-2
CC1CCCN(C(=O)CSc2n[nH]c(-c3cccs3)n2)C1 (centres undefined)	0.2	-11.0	5.6	8.2	-10.2	-47.0	-64.2	-7.2	-0.3	-35.7	1.3
O=C(NNS(=O)(=O)c1ccc(F)cc1)c1ccc([N+](=O)[O-])cc1	2.0	-3.8	1.1	-6.5	-15.2	9.0	3.0	3.3	-0.1	-1.2	-3.0
Cc1cc(S(=O)(=O)N2CCCC(C(=O)Nc3ccc(C(=O)O)cc3)C2)ccc1Cl (centres undefined)	6.7	-7.0	13.1	1.4	-8.0	15.2	11.4	9.2	0.6	6.5	2.2

# Other records.
SMILES	hiPSC survival	Shn3 3UTR inh	KKLEB cytotox	CF NFkB inh	TWEAK-Fn14 inh	Peg3 prom inh	HIF-2a block	MITF TRPM1 inh	aDG glyco act	NR2E3 ag-1	NR2E3 ag-2
O=C1CN(C(=O)COC(=O)c2cccc(OCc3ccccc3)c2)c2ccccc2N1	1.0	7.3	12.3	-9.9	14.6	-60.6	-74.1	2.0	0.0	-49.9	1.6
Nc1ccccc1-c1nnn(CC(=O)N2CCCc3ccccc32)n1	-0.6	-2.9	-4.9	19.4	0.8	-0.2	3.6	-8.3	-0.1	-1.2	-0.5
CC(NCCC1(C(C)C)CCOC(C)(C)C1)c1cccs1 (centres undefined)	-0.7	-16.0	-12.1	9.2	-12.8	2.9	17.0	3.8	-0.1	3.1	5.3
COc1ccc(/C=C/C(=O)OCC(=O)c2ccc(S(=O)(=O)N3CCCCC3)cc2)cc1OC	-0.1	-0.1	2.2	14.8	-18.5	9.6	11.6	-8.1	0.1	-13.1	1.8
COc1cccc2c1OCC(CN1CCN(CCC(C)C)C(CCO)C1)=C2 (centres undefined)	-0.4	7.5	4.8	-16.3	-9.2	-7.0	10.0	-8.8	-0.4	9.5	-4.0
CCn1c(COc2ccc(Cl)cc2)nnc1SCC(=O)Nc1ccc2c(c1)OCO2	2.1	10.3	-5.6	12.4	-19.1	3.5	5.0	10.7	0.3	-1.1	2.3
COC(=O)c1cn[nH]c1N	0.3	12.9	5.1	-0.5	4.4	0.2	11.3	1.3	0.6	12.7	-2.4
CCc1ccc(C(=O)COC(=O)C(Cc2ccccc2)NC(=O)c2ccc(Cl)cc2)cc1 (centres undefined)	-1.6	7.8	8.4	14.2	-6.5	-3.5	-6.6	-6.1	0.0	-7.0	-1.6
Cc1ccc(S(=O)(=O)N(C)C[C@@H]2Oc3ccc(NC(=O)Cn4cnnn4)cc3C(=O)N([C@@H](C)CO)C[C@H]2C)cc1	5.8	3.1	-17.4	17.1	3.6	5.8	4.5	10.2	-0.3	-14.4	.
Cc1cccc(NC(=O)Nc2ccc3c(c2)N(C)C(=O)CS3)n1	2.6	-28.9	-2.4	-22.9	2.1	-116.6	-231.5	-79.9	-0.2	-48.2	2.6
O=C(O)COc1ccc2c(c1)O/C(=C\c1cccs1)C2=O	-0.3	10.0	5.8	9.2	15.2	3.9	7.4	-0.2	0.0	4.5	-4.2
CO[C@H]1O[C@H](C)[C@@H](O)C[C@H]1NC(=O)OCc1ccccc1	-0.1	14.5	12.8	-4.2	-2.9	10.9	9.2	5.4	-0.1	-4.7	2.5
Cc1[nH]n(-c2ccc([N+](=O)[O-])cc2)c(=O)c1C=NCC1CCCO1 (centres undefined)	0.0	-43.0	1.5	-8.9	-24.6	-147.1	-138.2	-39.5	-0.2	-23.3	0.6
Cc1ccc2c(C)c(C(=O)N3CCN(c4cnccn4)CC3)oc2c1C	2.0	-4.7	-5.7	27.0	-2.8	-28.8	-60.5	-9.4	0.9	-25.0	-2.6
CC(C)=C1C2C=CC1C1C(=O)N(c3ccc4c(c3)OCO4)C(=O)C21 (centres undefined)	2.5	-3.3	-11.2	11.5	0.9	11.8	-3.0	-2.3	-0.2	-20.6	2.1
CCCCNC(=O)CCC(=O)Nc1ncc(-c2ccc(C)cc2)n1C	-2.1	-7.7	2.8	-1.7	5.6	-17.0	-16.2	-8.8	0.3	-19.7	-0.7
O=C(CSc1ccc2nnc(-c3ccc(Cl)cc3)n2n1)N1CCc2ccccc21	0.5	7.6	-13.7	-19.1	-28.3	12.0	16.0	-4.1	0.0	12.3	-1.7
CCOc1cc(/C=C2\C(=O)N(Cc3ccc(C)cc3)C(C)=C2C(=O)OC)ccc1O	-1.9	-2.1	3.8	-11.0	-2.7	30.4	31.8	8.3	-0.1	-20.8	1.0
C#CCN1C(=O)S/C(=C\c2ccc(-c3ccc(C(=O)O)cc3C)o2)C1=O	1.5	-90.3	10.7	-4.9	2.5	-194.9	-230.1	-45.6	0.0	-109.3	6.0
CCCN(CC(=O)Nc1ccc(F)c(F)c1F)C(=O)c1ccc(N2CCCC2=O)cc1	-0.5	2.9	-1.6	-1.9	-16.0	-2.8	-21.2	1.2	-0.1	-7.5	1.2
Cc1ccc(-c2noc(CCC(=O)NCc3ccco3)n2)cc1	-0.4	-1.3	-3.0	14.0	25.0	-28.0	-23.2	-12.8	0.2	-10.7	0.9
COC(=O)C(CC(=O)c1ccc(Cl)cc1)c1ccccc1 (centres undefined)	10.5	-14.2	17.8	11.5	-20.2	-29.0	-71.6	-26.7	0.5	7.9	.
O=C(N/N=C/c1ccccc1)c1ccc(NC(=O)c2ccc(F)cc2)cc1	-0.1	-6.2	-4.3	-8.3	8.9	-3.0	-14.3	-12.8	0.1	-83.7	2.2
CCCCCn1c(SCCc2ccccc2)nc2c1c(=O)[nH]c(=O)n2C	-1.3	-1.1	-22.8	18.2	10.7	18.4	13.2	6.5	0.5	3.0	-2.3
O=C(COC(=O)c1c(Cl)cccc1Cl)NCc1cccs1	2.1	-25.6	-5.0	-1.7	-24.3	-5.0	-15.2	1.8	0.2	8.3	.
CCOc1cc(C2NC(=O)NC(c3ccccc3)=C2C(C)=O)ccc1OCC(N)=O (centres undefined)	0.0	7.6	0.6	19.2	-6.9	13.9	0.3	3.7	0.1	22.1	-1.7
CCCN(C)C1CN(Cc2cn(Cc3ccc(F)cc3)nn2)S(=O)(=O)C1 (centres undefined)	-0.9	.	.	.	-29.6	.	4.7	.	0.1	-11.5	.
O=[N+]([O-])c1ccc(OCc2cn([C@@H](CO)c3ccccc3)nn2)c(Br)c1	-2.4	-15.7	-2.1	9.6	-45.8	-18.3	-32.5	-3.7	-0.1	-15.6	-1.4
CC(=O)c1sc(Nc2nc3ccc(F)cc3s2)nc1C	-2.0	-20.7	-5.8	-2.1	-86.1	-266.9	-206.6	-50.5	0.3	-47.0	5.2
CN(C)C=NC(=O)c1cc(C(=O)c2ccc(C(C)(C)C)cc2)c[nH]1	-1.3	-22.4	-0.2	9.5	-8.5	-231.1	-212.2	-84.5	0.0	-100.8	-2.3
